Screening results (PubChem BioAssay)
JMJD2A Tudor inh: JMJD2A Tudor domain (human) inhibition | O75164 | AlphaScreen JMJD2A-Tudor / H3K4me3 peptide binding | Potency, µM (titrated, usually from 114 µM), inactives show top-dose activity change, negative = inhibition, usual class: inhibitors | actives 4.4% (n = 390,000) | AID 504339; note: potency is the fitted concentration of half-maximal effect; % is set by controls: 0 for no effect and ±100 for the full control effect; nearly all actives have a fitted effect of over 50% in size
Pin1 inhibitor: human Pin1 inhibition. Q13526. Pin1 FP peptide displacement, HiFluor488, 10 min. Potency, µM (series often up to 115 µM), for the others: at the highest dose activity, negative = inhibition, hits mostly inhibitors. actives 0.009% (n = 390,000); active = well fitted inhibition curve with a large enough effect in the polarisation, with a control signal flat, not every such curve was filed as active; inconclusive = small, poorly fitted or top-dose-only effect, or effect the other way, or a change in a side signal; inactive = no such curve, though single readings can be large or run the other way; the % refers to the polarisation; note: potency is the fitted concentration of half-maximal effect; % is set by controls: 0 for no effect and ±100 for the full control effect
Target sequence (Q13526 whole entry, looked up): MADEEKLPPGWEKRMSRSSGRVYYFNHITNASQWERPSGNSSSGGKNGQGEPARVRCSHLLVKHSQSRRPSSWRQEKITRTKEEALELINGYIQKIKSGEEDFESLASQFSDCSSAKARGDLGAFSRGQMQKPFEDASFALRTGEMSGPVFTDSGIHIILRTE
BAZ2B block: blocks human BAZ2B; Q9UIF8; AlphaScreen BAZ2B-H3K14Ac peptide displacement; AID 504333; Potency, µM (highest dose often 114 µM), for the others: at the top dose activity change, negative = inhibition, usual class: inhibitors; actives 4.4% (n = 360,000); note: potency is the fitted concentration of half-maximal effect; % is set by controls: 0 for no effect and ±100 for the full control effect; nearly all actives have a fitted effect of over 60% in size
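BAZ2B 50 nM plus b-H3(5-23)K14Ac 50 nM, PBS pH 7.4/0.01% Tween-20, 30 min RT; compound added (max 110 uM), 30 min RT; streptavidin donor/Ni-chelate acceptor beads 10 ug/mL final, 20 min dark; AlphaScreen read.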
ERG Ets-DNA blk: inhibitors of human ERG Ets domain-DNA interaction | P11308 | fluorescence polarization, His-ERG Ets domain / labelled DNA | Potency, µM (doses to about 76.9 µM), for inactives: at the top dose FP activity, negative = inhibition, hits mostly inhibitors | actives 0.028% (n = 370,000) | AID 624246; active = well fitted inhibition curve with a large enough effect in the polarisation, with a control signal flat; inconclusive = small, poorly fitted or top-dose-only effect, or effect the other way, or a change in a side signal; inactive = no such curve, though single readings can be large or run the other way; the % refers to the polarisation;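 note: polarization taken with two DNA probes labelled with fluorescein and Texas red; potency is the fitted concentration of half-maximal effect; % of control where 0% means no effect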
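His-tagged ERG Ets domain (1 uM in the protein solution; 300mM KCl, 50mM Tris-HCl, 1mM EDTA, 1mM DTT, pH 7.5) received compound, then a probe mix of 5 nM fluorescein-DNA and 100nM Texas-615-DNA. Fluorescence polarization was read for both dyes.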
GLS inh: inhibitors of human glutaminase (GLS); GLS enzymatic activity, qHTS titration; actives 0.21% (n = 410,000); O94925; Potency, µM (top dose mostly 45.5 µM), inactives show top-dose activity change, negative = inhibition, actives largely listed as inhibitors; note: potency is the fitted concentration of half-maximal effect; % is set by controls: 0 for no effect and ±100 for the full control effect
Target sequence (O94925 whole entry, looked up): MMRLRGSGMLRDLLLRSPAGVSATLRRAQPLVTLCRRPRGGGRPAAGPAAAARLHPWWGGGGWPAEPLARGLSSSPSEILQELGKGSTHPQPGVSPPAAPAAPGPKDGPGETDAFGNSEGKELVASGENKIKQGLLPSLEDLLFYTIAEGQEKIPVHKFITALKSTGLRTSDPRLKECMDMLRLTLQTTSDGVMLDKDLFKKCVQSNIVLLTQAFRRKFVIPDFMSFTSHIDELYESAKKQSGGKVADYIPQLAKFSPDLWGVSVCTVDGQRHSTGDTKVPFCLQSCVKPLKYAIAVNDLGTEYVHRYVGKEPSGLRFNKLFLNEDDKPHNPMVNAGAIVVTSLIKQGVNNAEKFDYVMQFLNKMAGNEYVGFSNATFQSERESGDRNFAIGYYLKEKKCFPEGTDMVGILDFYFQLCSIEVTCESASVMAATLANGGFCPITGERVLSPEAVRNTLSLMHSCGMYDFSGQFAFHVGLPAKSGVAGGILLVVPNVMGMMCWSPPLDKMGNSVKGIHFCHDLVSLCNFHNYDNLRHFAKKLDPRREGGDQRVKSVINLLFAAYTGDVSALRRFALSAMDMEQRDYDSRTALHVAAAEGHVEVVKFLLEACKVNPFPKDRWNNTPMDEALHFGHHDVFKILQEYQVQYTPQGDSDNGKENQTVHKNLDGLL
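Enzyme dispensed in phosphate buffer (45 mM, pH 8.2, 0.02% Tween-20), compounds pinned in, then 1 mM L-glutamine solution and the glutamate oxidase–HRP–Amplex Red mix added; fluorescence read immediately and again after 30 min at room temperature.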
PI4K2A block: inhibitors of human PI4K2A; activity change, negative = inhibition, % at 76.9 µM; actives 0.13% (n = 420,000); Q9BTU6; purified PI4K2A, ADP-Glo luminescence, 1 h; hits give low values; in the data active = activity change below about -50%; inconclusive = mostly about -30% to -49%;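 note: -100% = wells without enzyme as full effect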
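In this quantitative HTS, ADP production by PI4K2A was quantified luminescently after 1 h at ambient temperature; 100 microM adenosine served as plate-quality control.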
PGK inhibitor: blocks T. brucei phosphoglycerate kinase; P07378; PGK/GAPDH coupled, Kinase-Glo luminescence, 60 min; Potency, µM (titrated, usually from 57.5 µM), inactives show at the top dose activity change, negative = inhibition, most hits filed as inhibitors; actives 0.043% (n = 380,000); note: potency is the fitted concentration of half-maximal effect; % is set by controls: 0 for no effect and ±100 for the full control effect; nearly all actives have a fitted effect of over 60% in size
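Luminescent ATP detection (Kinase-Glo Plus) follows a 60-minute room-temperature incubation, with wells lacking PGK as controls. Buffer: 100 mM TEA (pH 7.6), 5 mM MgCl2, 0.01% Tween-20. Coupling enzyme GAPDH (100 nM final) supplies unstable 1,3-BPG in-well.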
HP1b binding inh: inhibitors of HP1-beta chromodomain binding to methylated histone tails. P83916. AlphaScreen HP1-beta / biotin-H3K9me3 peptide binding. Potency, µM (titrated, usually from 114 µM), without a hit: at the highest dose activity change, negative = inhibition, most hits filed as inhibitors. actives 0.56% (n = 390,000). AID 540317; note: potency is the fitted concentration of half-maximal effect; nearly all actives have a fitted effect of over 70% in size; inactives centre near 23
Target sequence (P83916 whole entry, looked up): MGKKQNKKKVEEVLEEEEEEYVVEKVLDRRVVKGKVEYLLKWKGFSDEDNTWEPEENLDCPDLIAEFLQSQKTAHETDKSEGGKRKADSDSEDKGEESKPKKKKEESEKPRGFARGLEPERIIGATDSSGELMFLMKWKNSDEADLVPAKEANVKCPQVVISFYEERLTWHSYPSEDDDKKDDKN
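AlphaScreen: HP1-beta (50 nM) preformed 30 min with biotin-H3(1-18)K9me3 peptide (50 nM) in PBS pH 7.4, 0.01% Tween-20. Compound added for 30 min at RT, then streptavidin donor/nickel chelate acceptor beads (10 ug/mL) for 30 min.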
G9a inh: blocks human histone lysine methyltransferase G9a | actives 8.8% (n = 350,000) | G9a H3K9 monomethylation, AlphaScreen, 2 h | AID 504332 | Potency, µM (top dose mostly 102 µM), for inactives: at the highest dose activity, negative = inhibition, actives largely listed as inhibitors; note: potency is the fitted concentration of half-maximal effect; % is set by controls: 0 for no effect and ±100 for the full control effect; nearly all actives have a fitted effect of over 75% in size
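Methyltransferase reactions run at room temperature for 2 h (20 nM enzyme, 500 nM biotin-H3K9 peptide, 20 uM SAM) after a 15 min compound preincubation; product detected by AlphaScreen beads and anti-H3K9me1 antibody.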
Starred values were filed as active, the others as inactive; i = inactive; ? = inconclusive; . = no result given; & = joins results of further samples; [ ] = another dose, or the depositor's remark. Unless noted, calls come from the whole dose curve; as a rule, active = well fitted curve in the direction sought with a large enough effect; inconclusive = small, poorly fitted or top-dose-only effect, or another doubt; inactive = no such curve, though single readings can be large; an effect the other way counts as inactive or inconclusive.

| ERG Ets-DNA blk | HP1b binding inh | G9a inh | Pin1 inhibitor | PI4K2A block | GLS inh | JMJD2A Tudor inh | BAZ2B block | PGK inhibitor | molecule |
| --- | --- | --- | --- | --- | --- | --- | --- | --- | --- |
| -16% | 40%[activator] | 26% | 4% | 3 | 1% | -3% | -2% | -7% | Cc1cc(NC(=O)C(C)SCC(=O)OCc2c(Cl)cccc2Cl)no1 (stereo unspecified) |
| 9% | 175%[activator] | 72%[activator][59 µM] | 0% | -9 | -2% | 100%[activator] | 103%[activator] | 0% | CCCCN(CCCC)C(=O)c1cc2c(=O)n3ccccc3nc2s1 |
| -4% | 1% | ? | 7% | -29 | 2% | -28% | -4% | 1% | CC(C)=NOc1nc(N2CCOCC2)nc(N2CCOCC2)n1 |
| 16% | 41%[activator] | -33% | 9% | 17 | 12% | 2% | -26% | 1% | COc1cc(C#N)c(N=C(SCC#N)N2CCOCC2)cc1OC |
| -8% | 24% | -30% | -2% | -12 | 13% | -30% | -32% | -1% | CCOC(=O)Cc1csc(NS(=O)(=O)c2ccc3c4c(cccc24)C(=O)N3CC)n1 |
| -4% | 49%[activator] | 5%[12.7 µM] | 4% | -8 | -10% | -7% | -23% | -7% | COc1ccccc1NC(=O)Cn1cnc2sc(C(=O)NCc3ccco3)c(C)c2c1=O |
| 10% | 34%[activator] | ? | ? | -7 | 0% | -16%[57.1 µM] | 9% | i | O=C(Nc1cccnc1)c1ccc(Oc2ccccc2)cc1 |
| 0% | 33% | 22%[0.501 µM] | 0% | -3 | 19% | -15% | 6% | 5% | CSCCC(NC(=O)c1ccco1)C(=O)N1CCN(Cc2ccccc2)CC1 (stereo unspecified) |
| -1% | 38%[57 µM] | 3%[59 µM] | 1% | -4 | -2% | -16% | -3% | i | COc1ccc(NC(=O)c2ccc3nc(CCc4ccccc4)oc3c2)cc1 |
| 1% | 51%[activator] | 17%[0.501 µM] | 1% | -1 | 1% | 6% | 11% | -3% | Cc1ccccc1C(=O)NCC(=O)OCCOc1ccc(C(C)C)c(C)c1 |
| 7% | 49%[activator] | ? | 11% | 1 | -13% | 0% | -24% | 0% | C=CCS(=O)(=O)c1cccc2cccnc12 |
| 0% | -7% | 12% | -3% | 2 | -7% | -13% | -1% | -2% | O=C(NC1CCCc2ccccc21)c1ccc([N+](=O)[O-])cc1 (stereo unspecified) |
| 1% | 35% | . | ? | 1 | 13% | -27% | -3% | 11% | C/C(=N\NC(=O)C(c1ccccc1)c1ccccc1)c1ccc(O)cc1 |
| -6% | 11% | 3%[59 µM] | 6% | -6 | -4% | -23% | -7% | -1% | COc1ccc(-c2cn3c(n2)sc2cc(C(=O)Nc4cccc(OC)c4)ccc23)cc1 |
| 5% | 37% | -18% | 5% | -4 | -4% | -1% | 2% | 0% | CN(C)C(=O)N1CCNCC1 |
| -1% | 15% | 29% | 3% | 6 | -2% | -1% | -17% | -5% | CN(C)c1ccc(C(=O)OCC(=O)NCCNC(=O)COC(=O)c2ccc(N(C)C)cc2)cc1 |
| -16% | 7% | ? | ? | -3 | -10% | -9% | -2% | -5% | CCOC(=O)c1ccc[n+](C(C)C(=O)c2ccc(-c3ccccc3)cc2)c1 (stereo unspecified) |
| -3% | 34% | 10%[59 µM] | 26% | -16 | -6% | -8% | -9% | -4% | CCCc1ccc(C(=O)NNC(=O)c2ccc(Br)cc2)cc1 |
| 1% | -1% | -9%[59 µM] | -2% | 1 | -9% | -17% | 12% | -6% | CCOC(=O)CNC(=O)CSc1ccc(-c2nc3ccccc3[nH]2)cn1 |
| . | 2% | 26%[59 µM] | 11% | -2 | 23% | -21% | 4% | -10% | O=C(NCc1ccccc1)C(c1ccc(O)cc1)N(C(=O)Cn1nnc(-c2cccs2)n1)c1ccc2c(c1)OCCO2 (stereo unspecified) |
| -6% | 30% | 1%[59 µM] | 15% | -7 | -10% | -4% | -4% | -10% | Cc1ccc(-c2nnc3ccccc3c2C(=O)Nc2ccc(F)cc2)cc1 |
| . | 21% | 26%[59 µM] | -1% | 0 | 3% | -7% | -5% | 0% | CC1CCCC(NC(=O)C2COc3ccccc3O2)C1C (stereo unspecified) |
| 15% | 12% | -11% | -2% | -4 | 8% | -19% | -8% | -4% | C/C(=N\NC(=O)c1ccccc1-n1cccc1)C1CC1 |
| -1% | 7% | 5%[0.501 µM] | -4% | -2 | 6% | -7% | 3% | -3% | CCOc1ccccc1NC(=O)CSc1nnc(-c2ccncc2)o1 |
| -1% | 28% | -4%[59 µM] | -1% | -8 | -4% | 1% | -19% | -12% | COc1ccc(NS(=O)(=O)Cc2ccccc2Cl)cn1 |
| 7%[15.4 µM] | 37% | 5% | 0% | 5 | 8% | 8% | 1% | 4% | CCOC(=O)C1(CCc2ccccc2)CCN(C(=O)C2CCCO2)CC1 (stereo unspecified) |
| 6% | 24% | -9% | -8% | 6 | -6% | -6% | -3% | 1% | Cc1ccc(CNC(=O)C2CCN(C(=O)c3cccc(Cl)c3)CC2)cc1 |
| 5% | ? | 23%[0.501 µM] | -1% | -7 | 18% | ? | ? | -8% | O=C(NCC(c1ccco1)N1CCc2ccccc21)c1ccccc1Cl (stereo unspecified) |
| 3%&2% | 0%&9% | 3% | 18%&-3% | -1&-1 | 15%&0% | -24%&-18% | -1% | -2% | COc1cccc(CNC(=O)Cn2ncc3c(=O)oc4ccccc4c32)c1 |
| 1% | 51%[activator] | 6%[59 µM] | -10% | 3 | -11% | -8% | -16% | -6% | CCOc1ccc(N2CC(c3nc4ccccc4n3CC(C)C)CC2=O)cc1 (stereo unspecified) |
| -9% | 30% | 1%[59 µM] | -4% | -3 | 2% | -8% | 7% | -9% | CCC(C)/C(C)=N/NC(=O)C1COc2ccccc2O1 (stereo unspecified) |
| 11% | -11% | 15% | 28% | -1 | 17% | ? | -10% | 0% | CC(=O)Nc1cc2c3c(c1)CC(=O)N3CCC2 |
| -1% | 13% | 7%[59 µM] | 4% | -12 | -10% | -10% | -21% | -3% | Cc1ccc(C(=O)Nc2cc3nn(-c4ccccc4)nc3cc2Cl)c(C)c1 |
| -2% | 21% | 7.1µM* | 14% | -4 | 7% | -17% | -12% | -13% | COc1ccc(N2CCN(S(=O)(=O)c3ccc(-n4cnnn4)c(C)c3)CC2)cc1 |
| -6% | 29% | 14%[2.33 µM] | 35%[activator] | -1 | 0% | 3% | 1% | -11% | Cc1c(C#N)c(O)[nH]c(=O)c1N=Nc1ccc(Cl)c(C(=O)O)c1 |
| 7% | 23% | 9% | 0% | 4 | -11% | -2% | -3% | 0% | O=C(Nc1ccncc1)C1CCN(S(=O)(=O)c2cccs2)CC1 |
| -13% | 27% | . | 0% | 2 | -1% | -27% | . | -6% | COc1ccc2nc(NCc3ccc(OC)c(OC)c3OC)sc2c1 |
| 12% | 24% | 19%[2.33 µM] | -6% | 2 | -11% | -3% | -4% | -1% | CCOC(=O)N1CCN(C(=O)CSc2nc(=O)n3ccccc3n2)CC1 |
| 1% | 21% | . | -3% | 5 | 15% | 5% | -8% | -1% | COc1ccc(C(=O)C[n+]2cccc(C)c2C)cc1[N+](=O)[O-] |
| 11% | 26% | ? | 19% | -8 | 6% | -20% | 1% | -10% | COc1cccc(NC(=O)C2CCCN(S(=O)(=O)c3cccc4nsnc34)C2)c1 (stereo unspecified) |
| -1% | 41%[activator] | 5%[59 µM] | -1% | -3 | -2% | 2% | 5% | -5% | Cn1c(SCC(=O)Nc2nc3ccccc3s2)ncc(C(=O)Nc2ccc(F)cc2)c1=O |
| -4% | 41%[activator] | 1%[59 µM] | 10% | -2 | 7% | -4% | 0% | 11% | Cc1c(C(=O)OCCOc2ccccc2)[nH]c2c1C(=O)CC(c1ccccc1)C2 (stereo unspecified) |
| 1% | 27% | 6%[59 µM] | 5% | 3 | 9% | 4% | 9% | 2% | CN(C)S(=O)(=O)c1cccc(-c2cn3ccccc3n2)c1 |
| -1% | 21% | 20% | -11% | -12 | -5% | -7% | -23% | 3% | CCC(=O)Nc1ccc(S(=O)(=O)Nc2ccccn2)cc1 |
| 6% | 20% | -10%[59 µM] | -2% | -1 | 2% | -23% | -3% | i | O=C(CSc1ccc2c(c1)OCCO2)Nc1ccc2c(c1)OCO2 |
| -3% | 13% | ? | 12% | -1 | 3% | -12% | 6% | 6% | N#CC1(NC(=O)COC(=O)c2nc(Cl)c(Cl)c(N)c2Cl)CCCCC1 |
| -2% | 17% | . | -5% | -2 | -1% | -22% | . | 3% | Cc1ccccc1S(=O)(=O)N1C[C@H]2CON(C)[C@H]2C[C@H]1c1cccc(-c2ccc(C#N)cc2)c1 |
| 3% | 15% | 56%[activator] | -29% | 1 | 8% | -24% | 0% | i | COc1cccc(C(=O)NNC(=O)C(=O)Nc2ccc(C)c(Cl)c2)c1 |
| -7%&5% | 15%&15% | 8%&10%[59 µM] | 1%&1% | 8&0 | 1%&-3% | -7%&-12% | -10%&1% | 1%&2% | COc1ccc(-c2nc3ccccc3s2)cc1NC(C)=O |
| 5% | 20% | -2%[59 µM] | 3% | -2 | 7% | -1% | . | -9% | Cc1onc(-c2ccccc2)c1C(=O)Nc1ccc(-c2nnc3n2CCCCC3)cc1 |
| 2% | 19% | -20% | -3% | -1 | -10% | -7% | -6% | 0% | COc1cccc(N/C(SC)=C(/C#N)C(=O)NCc2cccs2)c1 |
